# Screens (PubChem BioAssay)
# G9a inh: qHTS Assay for Inhibitors of Histone Lysine Methyltransferase G9a | G9a H3K9 monomethylation, AlphaScreen, 2 h | Potency, µM (titrated, usually from 102 µM), inactives show at the highest dose activity, negative = inhibition, most hits filed as inhibitors | Histone-lysine N-methyltransferase EHMT2 (Homo sapiens), Q96KQ7 | 8.8% of 350,000 active; further: potency means the concentration at half of the fitted maximal effect; on the % scale 0 is the no-effect control and ±100 the full control effect; nearly all actives have a fitted effect of over 75% in size
# Target sequence (Q96KQ7 913-1193 limits assumed): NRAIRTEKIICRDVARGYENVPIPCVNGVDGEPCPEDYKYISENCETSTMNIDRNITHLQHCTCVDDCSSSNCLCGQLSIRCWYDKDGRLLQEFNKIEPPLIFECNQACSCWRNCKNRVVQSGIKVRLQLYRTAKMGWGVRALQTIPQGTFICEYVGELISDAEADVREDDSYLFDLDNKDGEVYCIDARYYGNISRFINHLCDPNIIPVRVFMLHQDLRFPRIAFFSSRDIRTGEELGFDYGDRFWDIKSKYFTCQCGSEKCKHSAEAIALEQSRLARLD
#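 AlphaScreen read-out: biotin-H3K9 peptide (500 nM) methylation by 20 nM enzyme with 20 uM SAM, 2 h at room temperature after 15 min compound preincubation; anti-monomethyl H3K9 antibody plus donor/acceptor beads, 10 min dark.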
# Pin1 inhibitor: qHTS Assay to Find Inhibitors of Pin1; Potency, µM (titrated, usually from 115 µM), for inactives: top-dose activity, negative = inhibition, actives largely listed as inhibitors; AID 504891, 2011; 0.009% of 390,000 active; Pin1 FP peptide displacement, HiFluor488, 10 min; active means well fitted inhibition curve with a large enough effect in the polarisation, with a control signal flat, not every such curve was filed as active; inconclusive means small, poorly fitted or top-dose-only effect, or effect the other way, or a change in a side signal; inactive means no such curve, though single readings can be large or run the other way; the % refers to the polarisation; further: potency means the concentration at half of the fitted maximal effect; on the % scale 0 is the no-effect control and ±100 the full control effect
# Target sequence (Q13526 whole entry, looked up): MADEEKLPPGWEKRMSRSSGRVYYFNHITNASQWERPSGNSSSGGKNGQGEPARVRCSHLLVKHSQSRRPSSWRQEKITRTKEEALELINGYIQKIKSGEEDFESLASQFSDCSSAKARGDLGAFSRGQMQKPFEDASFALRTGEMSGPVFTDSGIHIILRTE
# JMJD2A Tudor inh: qHTS Assay for Inhibitors of JMJD2A-Tudor Domain; Lysine-specific demethylase 4A (Homo sapiens), O75164; AlphaScreen JMJD2A-Tudor / H3K4me3 peptide binding; Potency, µM (highest dose often 114 µM), for the others: top-dose activity change, negative = inhibition, most hits filed as inhibitors; 4.4% of 390,000 active; further: potency means the concentration at half of the fitted maximal effect; on the % scale 0 is the no-effect control and ±100 the full control effect; nearly all actives have a fitted effect of over 50% in size
# Tb PGK inh: qHTS Assay to Find Inhibitors of Phosphoglycerate Kinase | Phosphoglycerate kinase, glycosomal (Trypanosoma brucei brucei), P07378 | PGK/GAPDH coupled, Kinase-Glo luminescence, 60 min | Potency, µM (highest dose often 57.5 µM), inactives show at the highest dose activity change, negative = inhibition, usual class: inhibitors | 0.043% of 380,000 active | AID 602233, 2012; further: potency means the concentration at half of the fitted maximal effect; on the % scale 0 is the no-effect control and ±100 the full control effect; nearly all actives have a fitted effect of over 60% in size
#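 Recombinant glycosomal PGK reaction used 1,3-bisphosphoglycerate generated in-well by GAPDH (100nM final) in 100mM TEA pH 7.6, 5mM MgCl2, 0.01% Tween-20. After 60 minutes at room temperature, ATP was read by Kinase-Glo Plus luminescence end-point.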
# BAZ2B inh: qHTS Assay for Inhibitors of BAZ2B. AlphaScreen BAZ2B-H3K14Ac peptide displacement. Potency, µM (top dose mostly 114 µM), inactives show top-dose activity change, negative = inhibition, usual class: inhibitors. 4.4% of 360,000 active; further: potency means the concentration at half of the fitted maximal effect; on the % scale 0 is the no-effect control and ±100 the full control effect; nearly all actives have a fitted effect of over 60% in size
#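 BAZ2B (50 nM) with biotin-H3(5-23)K14Ac peptide (50 nM) in PBS pH 7.4, 0.01% Tween-20, preformed 30 min, then compound 30 min at room temperature; top concentration 110uM. AlphaScreen streptavidin donor/nickel chelate acceptor beads (10 ug/mL final), 20 min dark, signal read.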
# HP1b chromo inh: HTS for Inhibitors of HP1-beta Chromodomain Interactions with Methylated Histone Tails | Chromobox protein homolog 1 (Homo sapiens), P83916 | AlphaScreen HP1-beta / biotin-H3K9me3 peptide binding | Potency, µM (series often up to 114 µM), inactives show at the top dose activity change, negative = inhibition, actives largely listed as inhibitors | 0.56% of 390,000 active | AID 540317, 2011; further: potency means the concentration at half of the fitted maximal effect; nearly all actives have a fitted effect of over 70% in size; inactives centre near 23
# Target sequence (P83916 whole entry, looked up): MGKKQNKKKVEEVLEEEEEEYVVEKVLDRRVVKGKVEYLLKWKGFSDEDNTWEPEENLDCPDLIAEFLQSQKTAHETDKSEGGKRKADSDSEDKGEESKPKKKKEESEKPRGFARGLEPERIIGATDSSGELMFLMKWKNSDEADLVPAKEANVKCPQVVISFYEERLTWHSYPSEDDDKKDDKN
#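 AlphaScreen: HP1-beta (50 nM) preformed 30 min with biotin-H3(1-18)K9me3 peptide (50 nM) in PBS pH 7.4, 0.01% Tween-20. Compound added for 30 min at RT, then streptavidin donor/nickel chelate acceptor beads (10 ug/mL) for 30 min.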
# GLS inhibitor: qHTS for Inhibitors of Glutaminase (GLS); Glutaminase kidney isoform, mitochondrial (Homo sapiens), O94925; Potency, µM (top dose mostly 45.5 µM), without a hit: top-dose activity change, negative = inhibition, actives largely listed as inhibitors; GLS enzymatic activity, qHTS titration; 0.21% of 410,000 active; further: potency means the concentration at half of the fitted maximal effect; on the % scale 0 is the no-effect control and ±100 the full control effect
#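 Enzyme dispensed in phosphate buffer (45 mM, pH 8.2, 0.02% Tween-20), compounds pinned in, then 1 mM L-glutamine solution and the glutamate oxidase–HRP–Amplex Red mix added; fluorescence read immediately and again after 30 min at room temperature.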
# ERG-DNA inh: qHTS for Small Molecule Inhibitors of the ERG Ets/DNA interaction; Transcriptional regulator ERG (Homo sapiens), P11308; fluorescence polarization, His-ERG Ets domain / labelled DNA; Potency, µM (highest dose often 76.9 µM), for inactives: top-dose FP activity, negative = inhibition, actives largely listed as inhibitors; 0.028% of 370,000 active; active means well fitted inhibition curve with a large enough effect in the polarisation, with a control signal flat; inconclusive means small, poorly fitted or top-dose-only effect, or effect the other way, or a change in a side signal; inactive means no such curve, though single readings can be large or run the other way; the % refers to the polarisation;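 further: polarization taken with two DNA probes labelled with fluorescein and Texas red; potency means the concentration at half of the fitted maximal effect; % of control where 0% means no effect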
#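 His-tagged ERG Ets domain (1 uM in the protein solution; 300mM KCl, 50mM Tris-HCl, 1mM EDTA, 1mM DTT, pH 7.5) received compound, then a probe mix of 5 nM fluorescein-DNA and 100nM Texas-615-DNA. Fluorescence polarization was read for both dyes.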
# PI4K2A inh: qHTS for small molecular inhibitors of PI4K2A | Phosphatidylinositol 4-kinase type 2-alpha (Homo sapiens), Q9BTU6 | purified PI4K2A, ADP-Glo luminescence, 1 h; stronger effect = lower value | activity change, negative = inhibition, % at 76.9 µM | 0.13% of 420,000 active | AID 1346378, 2018; in the data active means activity change below about -50%; inconclusive means mostly about -30% to -49%;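 further: -100% = wells without enzyme as full effect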
#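 PI4K2A activity was measured by ADP-Glo luminescence: enzyme (4 ug/mL stock) and phosphatidylinositol (1.2 mM stock) in Tris pH 7.5/MgCl2/EGTA/Triton X-100 buffer were reacted with ATP (300 microM stock) for one hour at ambient temperature.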
# * hit, by the source's call; i = inactive; u = inconclusive; x = not tested or not shown; [ ] = another dose, or the depositor's remark. Unless noted, the call rests on the fitted dose curve; in most records, active means well fitted curve in the direction sought with a large enough effect; inconclusive means small, poorly fitted or top-dose-only effect, or another doubt; inactive means no such curve, though single readings can be large; an effect the other way counts as inactive or inconclusive.
SMILES,G9a inh,Pin1 inhibitor,JMJD2A Tudor inh,Tb PGK inh,BAZ2B inh,HP1b chromo inh,GLS inhibitor,ERG-DNA inh,PI4K2A inh
Cc1cc(C(=O)OCC(=O)c2cccs2)c2ccccc2n1,x,-5%,-6%,4%,-4%,31%,6%,-7%,0
Cc1cccc(NC(=O)CCC(=O)Nc2nnc(C3CCCCC3)s2)c1,1%[0.0925 µM],4%,-13%,-3%,-2%,20%,7%,6%,3
CC1=Nc2ccccc2N=C(NC(=O)c2ccccc2)C1c1ccc(Cl)cc1 (stereo unspecified),4%,2%,-35%[57.1 µM],-6%,-6%,-8%,-13%,-2%,-7
CCOC(=O)c1[nH]c2ccccc2c1NC(=O)CC(C)C,7%[12.7 µM],9%,-15%,-2%,-2%,34%,13%,10%,0
COc1ccc2c(CC(=O)OCC(=O)Nc3ccc(C)cc3)coc2c1,-8%[12.7 µM],4%,-29%,-12%,50µM*,4%,-10%,17%,-2
Cc1ccc(NC(=O)CSc2nnnn2C)cc1S(=O)(=O)N(C)C,3%[59 µM],-2%,-8%,i,1%,11%,-9%,6%,1
COc1ccc(C2(C)NC(=O)N(CC(=O)NC3CC3)C2=O)cc1 (stereo unspecified),x,-16%,-19%,-6%,x,8%,-11%,18%,-5
CCOc1ccc(CNC(=O)c2ccc(NC(=O)N3CCCCc4ccccc43)cc2)cc1OC,7%[59 µM],-1%,3%,10%,0%,21%,-12%,0%,-2
CCC1=Nc2cc(C(=O)N3CCC(C)CC3)ccc2Sc2ccc(C)cc21,-36%[59 µM],2%,-30%,-4%,-31%,-1%,-7%,-2%,-2
O=C(c1ccccc1)c1ccc(COC(=O)c2cnccn2)cc1,16%[59 µM],-2%,-12%,-3%,-3%,0%,5%,-2%,-1
CC(CC1CC(C)(C)OC1=O)C(=O)Nc1nncs1 (stereo unspecified),27%,3%,-6%,-2%,11%,11%,-1%,-1%,-4
Cc1cc2ccccc2n2c(SCC(=O)N3CCc4ccccc4C3)nnc12,-33%[59 µM],1%,-19%,-6%,-23%,22%,7%,6%,4
O=C1[C@H]2CCC=C[C@H]2[C@H](c2ccccc2Br)N1Cc1ccccc1,28%,u,14%,-5%,x,50%[activator],-1%,0%,-2
COc1ccccc1-n1c(SC(C)C(=O)NCC2CCCO2)nc2cc(Cl)ccc2c1=O (stereo unspecified),-10%,1%,-22%,-11%,-2%,7%,4%,8%,4
CCOc1ccc(NC(=S)N2CCC(C(=O)c3ccc(F)cc3)CC2)cc1,x,0%,-35%,9%,x,-5%,19%,9%,8
COc1cccc(CN(C)S(=O)(=O)c2c(C)noc2C)c1OC,0%,0%,3%,7%,-2%,35%,2%,-1%,2
Cc1cc2c(=O)oc(-c3ccccc3Br)nc2s1,8%,-3%,-16%,i,7%,50%[activator],-20%,10%,11
O=C(O)c1cccc(NC(=O)c2cccc(S(=O)(=O)Nc3cccc([N+](=O)[O-])c3)c2)c1,-49%,4%,-10%,-3%,-39%,9%,4%,10%,-3
O=C(Nc1nc2n(n1)C(c1ccccc1)C=C(c1ccccc1)N2)c1ccc(Cl)c([N+](=O)[O-])c1 (stereo unspecified),u,-6%,-2%,-4%,-14%,38%,-20%,-2%,1
O=C(O)CSCC(=O)Nc1ccccc1,x,3%,-11%,0%,x,11%,4%,-2%,0
O=C(Nc1ccc(NC(=O)c2cccs2)cn1)c1ccccc1,-3%,u,-6%,x,-20%,75%[activator],-9%,10%,-1
CC(C)CCNC(=O)NC(=O)COC(=O)/C=C/c1cnc2ccccc2n1,-37%[59 µM],1%,-3%,-11%,-14%,14%,1%,-3%,-3
COc1cccc(-n2nnnc2SCC(=O)NC2CCCCC2)c1,-9%,0%,2%,1%,u,17%,-3%,-6%,-1
C/C=C/Cn1c(SC)nc2c1c(=O)[nH]c(=O)n2C,8.9µM*,3%,-6%[11.4 µM],-4%,-3%,5%,-18%,0%,1
CC1CCC(NC(=O)CN2C(=O)NC(C)(C)C2=O)CC1 (stereo unspecified),u,-3%,-8%,-1%,-6%,21%,1%,0%,4
CC(C)NC(=O)C1CCN(C2CCN(Cc3ccc4cccc(F)c4n3)CC2)CC1,6%,9%,-21%,-3%,5%,24%[57 µM],1%,-3%,0
Cn1c(N)c(C(=O)CCl)c(=O)n(C)c1=O,-46%[59 µM],6%,-8%,i,-11%,61%[activator],-2%,-1%,-4
CCOC(=O)CSC1=NC(=O)/C(=C/c2ccc(Br)cc2)S1,40µM*,9%,u,i,-9%,5%,0%,15%,3
O=S1(=O)N=C(N(CCO)/N=C/c2ccc(Cl)cc2)c2ccccc21,-4%,-2%,-16%,i,u,22%,-11%,8%,3
Clc1ccc(C[n+]2cc(-c3ccc(Cl)cc3)n3c2CCC3)cc1,-2%,-1%,-1%,-8%,-1%,19%,2%,15%,-1

# Quoted at random: six records from the list.
SMILES,G9a inh,Pin1 inhibitor,JMJD2A Tudor inh,Tb PGK inh,BAZ2B inh,HP1b chromo inh,GLS inhibitor,ERG-DNA inh,PI4K2A inh
CC1CCC(NC(=O)CN2C(=O)NC(C)(C)C2=O)CC1 (stereo unspecified),u,-3%,-8%,-1%,-6%,21%,1%,0%,4
COc1cccc(-n2nnnc2SCC(=O)NC2CCCCC2)c1,-9%,0%,2%,1%,u,17%,-3%,-6%,-1
CCOC(=O)CSC1=NC(=O)/C(=C/c2ccc(Br)cc2)S1,40µM*,9%,u,i,-9%,5%,0%,15%,3
Cn1c(N)c(C(=O)CCl)c(=O)n(C)c1=O,-46%[59 µM],6%,-8%,i,-11%,61%[activator],-2%,-1%,-4
CC(C)CCNC(=O)NC(=O)COC(=O)/C=C/c1cnc2ccccc2n1,-37%[59 µM],1%,-3%,-11%,-14%,14%,1%,-3%,-3
CC(C)NC(=O)C1CCN(C2CCN(Cc3ccc4cccc(F)c4n3)CC2)CC1,6%,9%,-21%,-3%,5%,24%[57 µM],1%,-3%,0

# (list continues)
SMILES,G9a inh,Pin1 inhibitor,JMJD2A Tudor inh,Tb PGK inh,BAZ2B inh,HP1b chromo inh,GLS inhibitor,ERG-DNA inh,PI4K2A inh
O=C(Nc1ccccc1)C1=C[C@H](c2ccc(C(F)(F)F)cc2)C[C@H](OCCCCO)O1,x,16%,-31%,i,x,20%,-1%,4%,-4
CCOc1ccc(OCC)c(NC(=O)CCSCCc2ccccn2)c1,-50%,5%,-12%,0%,1%,34%,-14%,25%,1
Cc1occc1C(=O)NN1C(=O)C2C3CCC(O3)C2C1=O (stereo unspecified),-10%[59 µM],4%,-3%,0%,7%,16%,8%,-2%,2
COc1ccccc1-c1noc(CSc2nc(N)cc(=O)[nH]2)n1,16%,-6%,-13%,-9%,0%,34%,10%,4%,-2
COc1ccc(S(=O)(=O)N2CCCCC2)cc1NC(=O)CCNC(=O)c1ccc(Br)cc1,-22%[12.7 µM],-2%,-8%,-5%,1%,34%,-2%,13%,1
CN(Cc1cccnc1)C(=O)c1ccc2nc(Cc3ccccc3F)oc2c1,22%[59 µM],-2%,-10%,-2%,-21%,22%,-5%,-19%,11
O=C(O)c1nccnc1C(=O)NCc1csc2ccc(Cl)cc12,x,-12%,-32%,-6%,-11%,41%[activator],4%,5%,-6
O=C(O)c1nc(N2CCCC2)ncc1Cl,5%[12.7 µM],-4%,-19%,1%,-35%,37%[activator],-15%,-4%,5
Cc1ccc2cccc(NC(=O)c3ccc(OC(C)C)cc3)c2n1,4%[59 µM],2%,-2%,x,-7%,29%,0%,3%,-3
Cc1ccc(/C=C2\Oc3cc(OC(=O)N4CCOCC4)ccc3C2=O)cc1,-4%[59 µM],-2%,5%,-1%,9%,31%,6%,-3%,5
CCn1c(SCC(=O)Nc2ccccc2C(=O)OC)nnc1-c1cccc(C)c1,24%[59 µM],-5%,-24%,i,9%,2%,-3%,x,-3
Cc1cc(N(CN2CCCC2=O)C(=O)c2ccc(F)cc2)no1,-5%[0.0925 µM],0%,21%,2%,-1%,30%,x,-7%,6
Cc1ccc(C(=O)Nn2cnnc2)cc1[N+](=O)[O-],x,1%,-20%,-12%,x,17%,0%,14%,8
O=C(COC(=O)c1cc(=O)[nH]c2ccccc12)NCCc1ccccc1,x,8%,-17%,i,x,24%,4%,4%,-4
